V1R ag counter: activates human V1a receptor in oxytocin agonist counter-screen; P37288; CHO-V1R cells, Fluo-8 calcium fluorescence, agonist mode; 0% DMSO, 100% 3 nM vasopressin; activation, % at 3 µM; 0.25% of 320,000 active; AID 2797;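 active means activation above the mean activation of all tested compounds plus 3 SD, per screening run, cut at about 20% in these data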;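 further: signal is peak over basal fluorescence ratio across a 100 second FLIPR read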
Target sequence (P37288 whole entry, looked up): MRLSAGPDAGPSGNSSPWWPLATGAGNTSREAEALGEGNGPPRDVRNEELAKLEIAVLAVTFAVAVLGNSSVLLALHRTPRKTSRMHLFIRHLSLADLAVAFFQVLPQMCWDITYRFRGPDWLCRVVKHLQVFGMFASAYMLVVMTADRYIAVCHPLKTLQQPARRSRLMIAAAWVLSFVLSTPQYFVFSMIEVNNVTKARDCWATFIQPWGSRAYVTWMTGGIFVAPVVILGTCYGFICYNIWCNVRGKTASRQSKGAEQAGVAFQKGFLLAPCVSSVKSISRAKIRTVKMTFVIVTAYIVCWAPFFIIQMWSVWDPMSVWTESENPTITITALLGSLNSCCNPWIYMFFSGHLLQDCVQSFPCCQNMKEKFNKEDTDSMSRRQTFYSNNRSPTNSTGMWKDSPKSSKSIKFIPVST
TAAR1 antagonist: human TAAR1 antagonism; Q96RJ0; AID 624466; 1.5% of 360,000 active; inhibition, % at 3 µM; CHO RD-HGA16 TAAR1, Fluo-8 calcium fluorescence, antagonist;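 active means inhibition above a per-plate cutoff, the mean inhibition of test compounds on that plate plus 3 SD, cut at about 49% in these data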;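 further: 0% = DMSO plus EC80 beta-PEA response and 100% = DMSO alone without agonist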
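test system = CHO RD-HGA16 cells bearing hTAAR1 | replication = singlicate | controls = DMSO-only wells and EC80 β-PEA-stimulated wells | reagent = EC80 β-phenethylamine stimulus | read-out basis = percent inhibition of PEA-evoked calcium signal, max/basal emission ratio | schedule = seeding 17-24 h prior, 75-min 37 °C, 30-min RT dye loading | signal = kinetic Fluo-8 calcium fluorescence measurement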
TAAR1 agonist: human TAAR1 agonism; AID 624467; activation, % at 3 µM; Q96RJ0; 0.99% of 360,000 active; CHO RD-HGA16 TAAR1, Fluo-8 calcium fluorescence; vehicle wells 0%, saturating PEA agonist 100%;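 active means activation above the mean activation of all test compounds in the run plus 3 SD, cut at about 38% in these data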
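Assay system: CHO-derived RD-HGA16 cells with stable Gα16 and human TAAR1; timing: 17-24 h seeding, 75 min 37 °C dye, 30 min RT; read-out: % activation from peak over basal fluorescence ratio, DMSO-to-PEA scaled; measured by: kinetic Fluo-8 calcium fluorescence; benchmarks: low control DMSO, high control PEA (EC100); doses: 3 µM single concentration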
CHO-K1 Ca PAM: nonselective activator or artifact in parental CHO-K1 calcium assay. AID 602247. 0.02% of 360,000 active. activation, % at 3 µM. ATP EC20, Fluo-8 calcium fluorescence; 0% at ATP EC20, 100% at ATP max;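 active means activation above the run cutoff, the mean activation of all test compounds plus 3 SD, cut at about 40% in these data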;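 further: peak over basal fluorescence ratio in a 140 s read after ATP addition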
CHO parental Ca: counter-screen: ATP calcium response change in parental CHO cells. AID 463079. inhibition, % at 5.6 µM. 0.63% of 330,000 active. parental CHO-K1, ATP-induced calcium, Fluo-8 fluorescence;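 active means inhibition above that plate's mean sample inhibition plus 3 SD, cut at about 26% in these data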;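 further: 0% = ATP-challenged DMSO wells and 100% = DMSO wells without ATP; some compounds past the cut are filed as inactive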
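Material: Parental CHO cells | Reagent: ATP | Compound dosing: Single nominal dose of 5.6 µM per compound | Detection: Intracellular calcium via Fluo-8 no-wash fluorescent dye | Read-out: % inhibition of ATP-induced calcium mobilization | Benchmarks: Low control ATP plus DMSO, high control DMSO only | Replicates: Singlicate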
M1 ag: activates human CHRM1 receptor. P11229. CHO-K1 hM1, Fluo-8 calcium fluorescence, agonist mode; 0% DMSO, 100% acetylcholine EC100. activation, % at 3 µM. 0.33% of 360,000 active. AID 588814;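 active means activation above the run's mean compound activation plus 3 SD, cut at about 16% in these data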;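 further: peak over basal fluorescence ratio within a 140 s kinetic read after compound addition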
Target sequence (P11229 whole entry, looked up): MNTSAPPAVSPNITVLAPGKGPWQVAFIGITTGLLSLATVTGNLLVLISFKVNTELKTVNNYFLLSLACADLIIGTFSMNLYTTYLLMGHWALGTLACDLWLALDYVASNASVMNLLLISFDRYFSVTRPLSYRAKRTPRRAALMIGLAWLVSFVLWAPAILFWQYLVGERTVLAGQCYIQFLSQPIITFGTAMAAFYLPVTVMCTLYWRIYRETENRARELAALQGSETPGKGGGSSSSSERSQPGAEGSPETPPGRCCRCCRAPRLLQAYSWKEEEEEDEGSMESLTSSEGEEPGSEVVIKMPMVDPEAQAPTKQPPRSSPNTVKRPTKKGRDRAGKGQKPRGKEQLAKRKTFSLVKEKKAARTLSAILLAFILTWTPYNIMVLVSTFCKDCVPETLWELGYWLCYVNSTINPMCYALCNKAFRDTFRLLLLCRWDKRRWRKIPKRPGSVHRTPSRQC
M1 ag parental: M1 agonist counterscreen hit in parental CHO-K1 cells; activation, % at 3 µM; Fluo-8 calcium fluorescence; scaled to maximal ATP response, vehicle zero; 0.48% of 360,000 active; in the data active means activation above about 15%;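 further: untransfected CHO-K1 host cells lacking M1 receptor as counterscreen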
CHO-K1 Ca antag: nonselective inhibitor or artifact in parental CHO-K1 cells; ATP-induced calcium, Fluo-8 fluorescence; inhibition, % at 3 µM; 0.6% of 360,000 active; AID 602250;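 active means inhibition above a per-plate cutoff, the plate's mean sample inhibition plus 3 SD, cut at about 24% in these data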;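 further: 0% = DMSO plus EC80 ATP and 100% = DMSO alone without ATP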
OXTR potentiate: potentiators of human oxytocin receptor | P30559 | AID 2445 | activation, % at 3 µM | 0.061% of 320,000 active | CHO-OTR cells, Fluo-8 calcium fluorescence, potentiator mode; 0% = oxytocin EC15, 100% = EC100;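 active means activation above that plate's cutoff, the mean activation of tested compounds plus 3 SD, cut at about 6.6% in these data, passing the limit was not always enough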;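 further: 100% uses oxytocin at 75 nM as the full agonist control; some results filed as inactive read as strong as hits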
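Assay system: CHO-OTR cells, human receptor / Also added: oxytocin at about EC15, sub-maximal agonist stimulus / Dosing: single dose, 3.0 µM nominal final compound concentration / Incubation: 6 min pre-incubation, 100 s read / Technique: Fluo-8 calcium dye fluorescence / Read-out: % activation vs EC15 and EC100 oxytocin / Benchmarks: EC15 oxytocin low, 75 nM oxytocin high / Replicates: singlicate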
* hit, by the source's call; · = no result given.

SMILES	V1R ag counter	TAAR1 antagonist	TAAR1 agonist	CHO-K1 Ca PAM	CHO parental Ca	M1 ag	M1 ag parental	CHO-K1 Ca antag	OXTR potentiate
CC(OC(=O)C1=Cc2ccccc2OC1)C(=O)NCC1CCCO1 (centres undefined)	·	6	4	3	·	0	0.3	-20	·
COc1ccccc1CNc1ccc2c(c1)CCC2	0.2	10	6	13	-8	-4	5.1	2	-3
Cc1ccccc1-n1c(SCC(=O)NCc2cccs2)nnc1-c1ccncc1	-0.5	2	8	17	6	-1	2.2	-3	-15
CC(C)[C@H]1COCCS(=O)(=O)N1Cc1ccccc1-c1ccc(C(C)(C)C)cc1	·	0	1	12	-36	-8	0.2	-19	·
c1cnc(Oc2ccc3oc4ccccc4c3c2)nc1	0.8	11	3	14	-4	-2	0.0	-5	-7
CC(C)n1cc(/C=N/Nc2ccc(Cl)c(C(=O)O)c2)c2ccccc21	-1.4	·	·	16	-1	-1	0.6	-2	-14
CC(C)c1nnc(NC(=O)CCN2C(=O)c3ccccc3C2=O)s1	0.1	-1	7	15	-6	-1	0.3	-24	-1
NC(=O)C1CCN(c2nc(-c3ccccc3Br)cs2)CC1	0.3	-3	6	·	-8	·	·	·	-1
COc1ccc(/C=C/c2ccc3cccc(O)c3n2)cc1Br	0.6	-8	1	7	-14	-2	1.0	-15	-3
C[C@@H]1CN([C@@H](C)CO)C(=O)CCCn2cc(nn2)CO[C@H]1CN(C)S(=O)(=O)c1cccs1	·	-9	1	-11	·	-2	0.5	8	·
C/C(CC(=O)Nc1ccc(Cl)c(C(F)(F)F)c1)=N\NC(N)=S	1.5	13	13	12	-1	-7	2.1	-4	-7
O=C(CN1C(=O)NC2(CCCC2)C1=O)Nc1nc2ccccc2s1	0.3	-18	2	6	-14	-3	1.4	1	2
CC(=O)Nc1ccc(NC(=O)C(C)OC(=O)C2CCN(S(=O)(=O)c3cccs3)CC2)cc1 (centres undefined)	-0.1	-38	1	13	-2	-4	0.4	2	-5
S=C(c1ccc2c(c1)OCO2)N1CCCCC1	-0.5	19	20	-1	-3	-3	-0.4	14	-4
COc1ccc(NC(=O)COC(=O)C2=COCCO2)cc1OC	0.0	-5	7	-8	1	-3	4.6	-10	-12
CCOc1ccc(NC(=O)CN(C)C(=O)C2CC(=O)N(c3ccc4c(c3)OCCO4)C2)cc1OCC (centres undefined)	-0.5	-1	0	9	-2	-3	1.3	0	-11
COc1ccc(CCN2C(=O)CCC2(C)c2nnnn2-c2c(C)cccc2C)cc1OC (centres undefined)	·	6	6	26	·	·	1.1	-20	·
Cc1cccc(Nc2nc(N)nc(CSc3nccc(C)n3)n2)c1	0.2	-2	5	15	-20	-1	0.6	-6	-9
O=C(NCc1ccccc1)C1CCCN(S(=O)(=O)c2ccc(F)cc2)C1 (centres undefined)	-0.8	1	0	16	-11	-3	1.6	-14	-4
CCc1nnc(NS(=O)(=O)c2ccc(NC(=O)c3cc(Cl)ccc3OC)cc2)s1	-0.5	-11	7	-2	-6	-1	0.6	-5	-7

Structural class, those above with bromine
SMILES	V1R ag counter	TAAR1 antagonist	TAAR1 agonist	CHO-K1 Ca PAM	CHO parental Ca	M1 ag	M1 ag parental	CHO-K1 Ca antag	OXTR potentiate
NC(=O)C1CCN(c2nc(-c3ccccc3Br)cs2)CC1	0.3	-3	6	·	-8	·	·	·	-1
COc1ccc(/C=C/c2ccc3cccc(O)c3n2)cc1Br	0.6	-8	1	7	-14	-2	1.0	-15	-3

(continued)
SMILES	V1R ag counter	TAAR1 antagonist	TAAR1 agonist	CHO-K1 Ca PAM	CHO parental Ca	M1 ag	M1 ag parental	CHO-K1 Ca antag	OXTR potentiate
Cc1ccc(-n2ncc3c(=O)n(-c4cccc(C)c4)c(=O)[nH]c32)cc1	·	-13	2	9	·	-4	0.5	-5	·
CNc1nc(C)c(C(=O)OCC(=O)OC)s1	1.0	4	0	-3	-5	-2	0.1	-7	-18
Cc1c(OCC(=O)NCc2ccccn2)ccc2c(-c3ccccc3)cc(=O)oc12	0.4	-29	3	2	-12	-3	0.0	-5	-4
COC(=O)C1CCN(C(=O)COC(=O)CNC(=O)c2ccc(Cl)cc2Cl)CC1	1.0	10	8	19	-24	2	1.7	-7	2
Nc1ccnn1Cc1ccc(Br)s1	0.4	-18	7	16	-16	-2	-0.3	14	-4
C[C@@H]1CCCCO[C@@H](CN(C)C(=O)Cc2ccccc2)[C@@H](C)CN([C@H](C)CO)C(=O)c2cc(NC(=O)C3CCCCC3)ccc2O1	·	8	-1	11	·	-6	0.3	2	·
O=C(NCCc1cn2cccnc2n1)C1CCC(=O)N(Cc2ccccc2F)C1 (centres undefined)	·	-5	0	6	·	-3	-0.1	2	·
COc1ccccc1-c1noc2c1C(=O)N(Cc1cn(-c3ccccc3OC)nn1)CC2	·	14	5	23	·	·	4.6	-17	·
CNC(=S)NNC(=O)c1ccc(N(C)C)cc1	-0.2	-7	9	-7	-6	-4	0.0	3	0
CC(C)(C)c1ccc(C(=O)N2CCC2(C)C(=O)Nc2cccc3ccccc23)cc1 (centres undefined)	·	4	4	17	·	-6	0.8	-4	·
O=C(NC(=S)N1CCN(c2ccc([N+](=O)[O-])cc2)CC1)c1ccccc1	0.3	-1	1	4	-2	-7	2.5	-1	5
COCCN(C(=O)COC(=O)CNC(=O)c1cccs1)c1c(N)n(Cc2ccccc2)c(=O)[nH]c1=O	0.0	0	2	9	9	-4	1.0	-5	-10
O=C(O)Cn1c2ccccc2c2n[nH]c(=S)nc21	-0.1	1	5	16	-3	4	0.2	-4	-15
Cc1ccc(NC(=O)CSC(C)c2nc3ccccc3c(=O)[nH]2)cc1 (centres undefined)	-0.8	1	-1	-5	-10	-2	0.4	-1	-5
CCOc1ccc(S(=O)(=O)n2c([N+](=O)[O-])cnc2C)c(C)c1C	-0.1	-8	1	27	0	-2	0.8	-12	-1
Cc1nn(CC(=O)NCC2CCCO2)c(=O)c2cc3ccccc3n12 (centres undefined)	1.0	-49	8	12	-7	-1	1.1	-1	2
COc1ccc(N2CCN(C(=O)c3ccc(S(=O)(=O)N4CCOCC4)cc3)CC2)cc1	1.5	-9	4	18	-5	-4	2.3	-12	-8
COc1ccc(NS(=O)(=O)c2ccc3oc(SC4CCOC4=O)nc3c2)cc1 (centres undefined)	12	25	32	9	13	2	8.2	9	-23
CN(CCO)c1ccc(C(C(=O)c2ccccc2)c2ccc(N(C)CCO)cc2)cc1	6.2	3	19	4	4	0	1.6	-5	-16
CCN1CC(C)C(O)(c2ccccc2)CC1C (centres undefined)	1.6	-8	3	17	7	-5	0.7	-8	-17
COC(=O)c1sccc1-n1cccc1C(=O)N1CCOCC1	0.8	-7	2	16	-7	-2	0.0	-10	-1
CCn1c(SCC(=O)N/N=C/C=C\c2ccco2)nc2ccccc21	-0.9	-16	6	17	-14	-10	1.0	-8	-11
Cc1ccc(/C=N/NC(=O)Cn2cnc3ccccc32)cc1	1.8	10	3	16	-15	-6	1.5	-14	-1
NS(=O)(=O)c1ccc(CCNC(=O)CSc2nnc3ccccn23)cc1	-0.6	-18	3	7	-8	-9	0.6	-9	-5
CC1CN(c2ccc([N+](=O)[O-])cc2F)CCN1C(=O)c1ccco1 (centres undefined)	7.4	-3	1	-5	-2	-1	9.8	-5	-10
Cc1ccccc1NC(=O)c1cccc(C(=O)Nc2ccccc2C)n1	-0.4	20	3	-9	-23	0	2.0	-3	-1
COCc1cc(C)nc(SCC(=O)Nc2cccc3cccnc23)c1C#N	0.5	-6	0	-15	-8	-1	-0.1	25*	-8
Cc1ccsc1/C=C(\C(=O)c1ccc(OC(C)C)cc1)c1nc2ccccc2o1	1.6	-1	3	-5	4	-1	-0.6	8	-6
CSc1cccc(NC(=O)c2ccc(CN3CCc4ccccc4C3)cc2)c1	1.4	13	1	3	-13	-9	0.7	-7	-7
Cc1noc(C)c1COc1ccccc1C(=O)N(C)Cc1ccc(F)cc1	·	-28	1	-9	·	-2	8.7	6	·
COCCn1c(SCc2ccc(OC)c(F)c2)nc2ccccc2c1=O	-0.1	16	13	9	-25	-4	0.7	-14	-5
O=C(Nc1ccc(NC(=O)C2CC2)cc1)c1cccs1	0.9	1	2	19	6	-1	3.8	-7	-1
Cc1ccc(S(=O)(=O)Nc2ccccc2N=Cc2ccc([N+](=O)[O-])cc2[N+](=O)[O-])cc1	·	64*	13	9	·	-4	2.3	-15	·
CCOC(=O)c1c(Cc2cccc(Cl)c2)c[nH]c1C	-0.7	-4	0	6	-5	-6	-0.1	-4	-11
CCOc1ccccc1NC(=O)CSc1nc2cccnc2n1C	3.7	17	6	-1	-6	0	2.6	-4	-5
Cc1cc(C(F)(F)F)nc(CCNC(=O)C2CCC(=O)N(Cc3cccc(F)c3)C2)n1 (centres undefined)	0.5	14	0	-6	-10	0	0.1	9	-11

Record cards, from the list above. Order of screens: V1R ag counter	TAAR1 antagonist	TAAR1 agonist	CHO-K1 Ca PAM	CHO parental Ca	M1 ag	M1 ag parental	CHO-K1 Ca antag	OXTR potentiate
COCCn1c(SCc2ccc(OC)c(F)c2)nc2ccccc2c1=O in the list: -0.1	16	13	9	-25	-4	0.7	-14	-5
Cc1ccsc1/C=C(\C(=O)c1ccc(OC(C)C)cc1)c1nc2ccccc2o1 in the list: 1.6	-1	3	-5	4	-1	-0.6	8	-6
COCc1cc(C)nc(SCC(=O)Nc2cccc3cccnc23)c1C#N in the list: 0.5	-6	0	-15	-8	-1	-0.1	25*	-8
Cc1cc(C(F)(F)F)nc(CCNC(=O)C2CCC(=O)N(Cc3cccc(F)c3)C2)n1 (centres undefined) in the list: 0.5	14	0	-6	-10	0	0.1	9	-11
CSc1cccc(NC(=O)c2ccc(CN3CCc4ccccc4C3)cc2)c1 in the list: 1.4	13	1	3	-13	-9	0.7	-7	-7
